TRb-SRC2 inh = inhibitors of human thyroid hormone receptor beta-SRC2 interaction | AID 1469 | TRbeta-SRC2 peptide binding, fluorescence polarization; receptor liganded with 1 µM T3 | 280,000 compounds, 0.065% hits | P10828 | Potency, µM (series often up to 106 µM), for inactives: at the highest dose activity change, negative = inhibition, most hits filed as inhibitors;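 further: plate controls were bound peptide for no effect and peptide without receptor for full effect; nearly all actives have a fitted effect of over 50% in size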
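TRb LBD 0.6 uM + Texas Red SRC2 peptide 20 nM, 1 uM T3, Tris buffer w/ 5% DMSO; compound pinned, 5 h RT; FP read ex 555/em 632; normalized to unbound and bound controls.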
GAA glycogen mod = inhibitors or activators of human alpha-glucosidase glycogen cleavage; P10253; 300,000 compounds, 0.38% hits; AID 2100; Potency, µM (highest dose often 76.4 µM), for inactives: at the highest dose activity change, negative = inhibition, actives largely listed as inhibitors; recombinant GAA, glycogen substrate, Amplex Red glucose oxidase fluorescence;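 further: 0% = full enzyme reaction and -100% = no-enzyme basal signal; the screen sought inhibitors and activators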
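qHTS, 1536-well; enzyme 4 nM final; cpd up to 77 uM; substrate bovine liver glycogen 30 ug; 50 mM citrate/phosphate pH 5.0, 0.01% Tween-20; 37 C, 40 min; Amplex Red detection 45 min RT; Hill fit → AC50.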
TR SRC2 fluor cs = Texas Red fluorescence interference in TRb-SRC2 counter-screen; TRb/SRC2 Texas Red total fluorescence interference; Potency, µM (doses to about 106 µM), for inactives: at the highest dose fluorescence change, negative = quenching; 280,000 compounds, 0.29% hits; AID 1479; active means well fitted curve in either direction with a large enough effect; inconclusive means small, poorly fitted or top-dose-only effect
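Human TRb ligand-binding domain at 0.6 uM with 20 nM Texas Red SRC2 peptide in Tris buffer containing 1 uM T3 and 5% DMSO, incubated with compound 5 h at ambient temperature. Total fluorescence (555/632 nm) calculated as parallel + 2 × perpendicular.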
L3MBTL1 block = inhibitors of human L3MBTL1. Q9Y468. AlphaScreen L3MBTL1–H3K9me1 peptide binding. Potency, µM (doses to about 57.1 µM), inactives show top-dose activity, negative = inhibition, most hits filed as inhibitors. 230,000 compounds, 0.66% hits; further: nearly all actives have a fitted effect of over 60% in size
Target sequence (Q9Y468 whole entry, looked up): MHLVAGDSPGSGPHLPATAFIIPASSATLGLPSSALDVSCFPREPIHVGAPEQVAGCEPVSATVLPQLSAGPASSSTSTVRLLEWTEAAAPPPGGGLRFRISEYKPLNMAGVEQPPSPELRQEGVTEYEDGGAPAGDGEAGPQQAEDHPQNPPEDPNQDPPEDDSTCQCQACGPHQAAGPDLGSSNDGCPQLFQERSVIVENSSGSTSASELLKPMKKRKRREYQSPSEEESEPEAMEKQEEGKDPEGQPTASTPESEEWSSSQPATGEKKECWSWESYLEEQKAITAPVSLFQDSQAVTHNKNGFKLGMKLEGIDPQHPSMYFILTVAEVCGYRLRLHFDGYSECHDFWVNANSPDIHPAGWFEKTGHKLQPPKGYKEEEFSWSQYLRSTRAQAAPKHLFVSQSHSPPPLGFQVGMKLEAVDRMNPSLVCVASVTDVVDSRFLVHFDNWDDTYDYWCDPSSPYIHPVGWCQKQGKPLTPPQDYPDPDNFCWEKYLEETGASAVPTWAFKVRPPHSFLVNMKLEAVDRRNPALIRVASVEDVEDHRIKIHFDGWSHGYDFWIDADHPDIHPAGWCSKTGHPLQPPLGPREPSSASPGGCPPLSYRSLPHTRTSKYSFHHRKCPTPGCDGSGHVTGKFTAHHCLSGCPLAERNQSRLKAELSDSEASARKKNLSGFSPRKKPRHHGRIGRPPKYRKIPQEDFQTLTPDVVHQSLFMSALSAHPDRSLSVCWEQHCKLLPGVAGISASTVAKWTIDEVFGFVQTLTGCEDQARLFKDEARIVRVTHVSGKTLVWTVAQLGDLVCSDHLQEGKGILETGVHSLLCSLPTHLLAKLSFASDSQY
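Read-out is AlphaScreen signal from streptavidin donor and nickel chelate acceptor beads (10 ug/mL final each) bridging L3MBTL1 (50 nM) and biotinylated K9-monomethylated H3(1-15) peptide (75 nM), after 30 min compound exposure at room temperature.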
RECQ1 helicase = blocks DNA unwinding by human RECQ1; RECQ1 DNA unwinding, red fluorescence kinetic read; Potency, µM (top dose mostly 57.3 µM), without a hit: at the top dose activity, negative = inhibition, most hits filed as inhibitors; 240,000 compounds, 0.54% hits; AID 2549;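 further: plate controls were vehicle for no effect and no enzyme for full effect; nearly all actives have a fitted effect of over 30% in size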
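50 nM RECQ1T1 preincubated 15 min with compound in Tris pH 8.0 buffer with MgCl2, DTT, Tween-20 and 2.5 ug/ml poly(dI-dC); started with 200 nM TAMRA/BHQ-2 forked duplex and 2 mM ATP. Unwinding read as fluorescence (525/598 nm), two reads 2 h apart.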
RGS12 GoLoco inh = blocks human Gai1 binding to RGS12 GoLoco peptide, red readout; P63096; Gai1:RGS12 GoLoco peptide FP, rhodamine, 10 min; Potency, µM (top dose mostly 61.6 µM), inactives show top-dose activity, negative = inhibition, usual class: inhibitors; 230,000 compounds, 0.44% hits; AID 880; active means well fitted inhibition curve with a large enough effect, not every such curve was filed as active; inactive means no such curve, though single readings can be large or run the other way; further: nearly all actives have a fitted effect of over 30% in size; many of its hits are not listed in these tables
GAA inh = blocks human lysosomal alpha-glucosidase | Potency, µM (doses to about 76.9 µM), without a hit: at the highest dose activity change, negative = inhibition, most hits filed as inhibitors | 200,000 compounds, 0.005% hits | AID 1466 | purified human GAA, 4-MU-alpha-glucoside fluorescence;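 further: plate controls were uninhibited enzyme wells for no effect and no-enzyme background for full effect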
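Fluorescence at Ex 365/Em 440 nm from 4-methylumbelliferone reported enzyme activity after 20 min at room temperature. Reactions used 4 nM enzyme and 400 uM substrate at pH 5.0; curves fitted with the Hill equation.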
aGlu spleen mod = inhibits or activates alpha-glucosidase in human spleen homogenate; P10253; human spleen homogenate, 4-MU-alpha-glucoside fluorescence; Potency, µM (highest dose often 79.9 µM), inactives show at the top dose activity change, negative = inhibition, usual class: inhibitors; 240,000 compounds, 0.006% hits; AID 2112;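 further: 0% = enzyme with vehicle and -100% = no enzyme basal signal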
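Human spleen homogenate (1 ug) incubated with compounds and 1 mM 4-methylumbelliferyl-alpha-D-glucopyranoside in pH 5.0 citrate/phosphate buffer, 37 C, 40 min. Stopped at pH 10; 4-MU fluorescence (Ex 365/Em 440 nm); AC50 by Hill fit.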
* hit, by the source's call; i = inactive; ? = inconclusive; nt = not tested or not shown; & = joins results of further samples; [ ] = dose if it differs, or a comment. Unless noted, the call rests on the fitted dose curve; in most records, active means well fitted curve in the direction sought with a large enough effect; inconclusive means small, poorly fitted or top-dose-only effect, or another doubt; inactive means no such curve, though single readings can be large; an effect the other way counts as inactive or inconclusive. Unless noted, on the % scale 0 is the no-effect control and ±100 the full control effect; potency means the concentration at half of the fitted maximal effect.

cpd	Structure	RECQ1 helicase	TRb-SRC2 inh	GAA glycogen mod	GAA inh	TR SRC2 fluor cs	aGlu spleen mod	L3MBTL1 block	RGS12 GoLoco inh
1	CC(=O)c1cccc(NC(=O)C(OC(=O)/C=C/c2ccc3c(c2)OCO3)c2ccccc2)c1 (stereo unspecified)	i	4%	-10%	-1%	4%	3%	nt	-16%
2	COc1ccc(Oc2ncnc3c2ncn3Cc2ccccc2)cc1	i	2%	-3%	-7%	3%	-1%	nt	0%
3	CCc1nnc(NC(=O)C2Cc3ccccc3CN2S(=O)(=O)c2c(C)c(C)cc(C)c2C)s1 (stereo unspecified)	4%	5%	-19%	-7%	-2%	-5%	nt	13%
4	Cc1ccc(-c2csc3nc[nH]c(=O)c23)cc1	i	-1%	8%	?	-1%	-2%	-21%	7%
5	Cc1cccc(NC(=O)Nc2ccc(C)c(C)c2)n1	18%	0%&-5%	17%[76.3 µM]	-6%	-1%&0%	-6%	nt	-1%
6	CN(CCc1ccccn1)C(=O)Nc1ccc(Cl)cc1	-5%	6%	3%	1%	2%	-3%	nt	-10%
7	Cc1cc2nc(N3C(=O)CNC3=S)sc2cc1C	-1%	-2%	11%	-5%	-1%	1%	-5%	16%
8	O=C(CSc1nccn1Cc1ccccc1)NCc1ccccc1	-14%	7%	8%	-1%	0%	-1%	nt	-4%
9	Cc1ccc(CNS(=O)(=O)c2ccc3c(c2)n(C)c(=O)c(=O)n3C)cc1	i	-5%	11%	7%	2%	5%	1%	-13%
10	CCOC(=O)N1CCN(C(=O)C2CCN(S(=O)(=O)N3CCCC3)CC2)CC1	-2%	-2%	-22%	6%	-5%	-3%	-5%	1%
11	C=CCNCCOCCSc1ccc(Cl)cc1	-1%	-1%	-5%	0%	-1%	2%	8%	-3%
12	Cc1ccc(S(=O)(=O)N2CCC(C(=O)NCCc3ccc(S(N)(=O)=O)cc3)CC2)cc1	-7%	3%	3%	-3%	1%	-1%	nt	7%
13	COc1ccc(OCCC(=O)OCC(=O)NCCc2ccccc2)cc1	-2%	-7%	-16%	2%	-1%	5%	-5%	9%
14	CN(C)S(=O)(=O)n1cnc2ccccc21	-12%	7%	-2%	1%	0%	-5%	9%	0%
15	COc1ccc2c(c1)c(=O)oc1cc(OCC(=O)N3CCc4ccccc4C3)ccc12	14µM*	-1%	9%	12%	-5%	1%	nt	-12%
16	O=c1[nH]c(=O)n(C2CC(O)C(CO)O2)cc1F (stereo unspecified)	i	-1%	nt	nt	-1%	5%	nt	7%
17	O=C(NCc1cccs1)Nc1cccs1	i	-19%	4µM*	-3%	-1%	-5%	28%	27%
18	CCOC(=O)c1ccc(N2C(=O)CC(N3CCN(C/C=C/c4ccccc4)CC3)C2=O)cc1 (stereo unspecified)	-2%	7%	0%	0%	2%	-21%	0%[11.4 µM]	6%
19	CCN1CCN(C(=O)CS(=O)Cc2nc(-c3ccc(OC)cc3)oc2C)CC1 (stereo unspecified)	-1%	0%	3%	?	0%	-2%	nt	0%
20	C=CCOc1ccc(CNn2cn[nH]c2=S)cc1OC	3%	-3%	-3%	-3%	-4%	-7%	10%	9%
21	COc1ccc(S(=O)(=O)N(CCC(N)=O)Cc2ccco2)cc1OC	i	-1%	4%	nt	-1%	0%	15%	4%
22	CCc1c(C)nc(N)nc1OCC(F)(F)C(F)F	i	-15%	-1%	-1%	2%	-6%	1%	-5%
23	COc1cccc(C(=O)NC(C)c2ccc(Br)cc2)c1 (stereo unspecified)	-7%	1%	3%	2%	-5%	1%	9%	-1%
24	COc1cc(C2C(C#N)=C(N)N(Nc3ccccc3)C3=C2C(=O)CC(C)(C)C3)ccc1OCc1ccccc1 (stereo unspecified)	-10%	0%	-10%	1%	5%	2%	-12%	11%
25	CS(=O)(=O)N(CC(=O)NCc1ccncc1)c1ccc(F)c(Cl)c1	-7%	-4%	-10%	3%	1%	1%	7%	5%
26	Cc1ccc2ccc3cccc4ccc1c2c34	-7%	8%	nt	nt	-1%	3%	85%[activator]	-3%
27	CCOc1ccc(CCNc2nc3c(c(=O)n(C)c(=O)n3C)n2CC)cc1OCC	2%	3%	2%	2%	0%	-9%	10%	7%
28	O=[N+]([O-])c1ccc(-c2nnc(CNC3CCCC3)o2)cc1	-16%	-10%	4%	-6%	-2%	nt	-3%	8%
29	COc1ccccc1NC(=S)NNC(=O)c1nn(C)cc1Cl	-1%	14%	?	?	-1%	-9%	7%	-4%
30	O=C1N=C(N2CCCCC2)S/C1=C/C1=Cc2ccccc2OC1	-1%	-8%	-13%	?	-2%	-18%	22%	3%

In another format: entries from further up.
12) Cc1ccc(S(=O)(=O)N2CCC(C(=O)NCCc3ccc(S(N)(=O)=O)cc3)CC2)cc1
- RECQ1 helicase: -7%
- TRb-SRC2 inh: 3%
- GAA glycogen mod: 3%
- GAA inh: -3%
- TR SRC2 fluor cs: 1%
- aGlu spleen mod: -1%
- L3MBTL1 block: nt
- RGS12 GoLoco inh: 7%

13) COc1ccc(OCCC(=O)OCC(=O)NCCc2ccccc2)cc1
- RECQ1 helicase: -2%
- TRb-SRC2 inh: -7%
- GAA glycogen mod: -16%
- GAA inh: 2%
- TR SRC2 fluor cs: -1%
- aGlu spleen mod: 5%
- L3MBTL1 block: -5%
- RGS12 GoLoco inh: 9%

Carrying on:
cpd	Structure	RECQ1 helicase	TRb-SRC2 inh	GAA glycogen mod	GAA inh	TR SRC2 fluor cs	aGlu spleen mod	L3MBTL1 block	RGS12 GoLoco inh
31	Cc1cc(-c2sccc2C)nc(-n2cccc2)n1	?	5%	-1%	1%	-5%	-1%	11%	16%
32	O=c1[nH]ncc2ccccc12	-8%	-5%	nt	nt	-2%	7%	nt	0%
33	CCOP(=O)(OCC)/C(=N/OC(=O)c1ccccc1C)C(N)=O	0%	8%	0%	-4%	-1%	-10%	12%	6%
34	Cc1ccccc1NC(=S)NC12CN3CN(CN(C3)C1)C2	-9%	-7%	3%	-4%	-2%	3%	nt	-1%
35	O=C(O)Cn1cccc1C(=O)c1ccccc1	?	-2%	2%	-5%[15.4 µM]	-1%	2%	3%	14%
36	CCCCS(=O)(=O)N1CCc2nc(-c3ccccc3)c3c(c2C1)CO[C@@H](C)C3	i[11.5 µM]	8%[11.2 µM]	nt	nt	-21%[11.2 µM]	6%[17.4 µM]	nt	6%[14.2 µM]
37	CCN(CC(=O)N1CCCCCC1)S(=O)(=O)c1ccc(Cl)cc1	2%	-2%	8%	2%	0%	2%	nt	-6%
38	N#C/C(=C\c1ccc(N2CCCC2)c([N+](=O)[O-])c1)c1nc2ccccc2[nH]1	i	1%	-1%	-2%	-2%	1%	-16%	10%
39	Cc1c(N=Cc2ccccn2)c(=O)n(-c2ccccc2)n1C	-5%	-5%	13µM*	-6%	-7%	-12%	nt	1%
40	O=S(=O)(c1ccc(NC(=S)NCc2ccco2)cc1)N1CCCCC1	i	-2%	-10%	-10%	1%	1%	-18%	3%
41	CCCn1c(=O)c2c(c3ccccc31)OC(C)C(=O)N2 (stereo unspecified)	-10%	-4%	8%	0%	-3%	-4%	-10%	4%
42	O=C(CCN1CCCCC1)Nc1ccccc1	-21%	2%	-1%	-1%	-1%	nt	-25%	6%
43	Cc1cc(C)cc(N(CC(=O)Nc2ccccc2C(=O)N2CCOCC2)S(C)(=O)=O)c1	-10%	2%	7%	2%	-5%	2%	-1%	3%
44	N#CC1=C2SCN(Cc3ccccc3)CN2C(=O)CC1c1ccccc1F (stereo unspecified)	-10%	11%	-6%	-9%[15.4 µM]	-4%	-12%	1%	-31%
45	C=CCOc1ccc(/C(O)=C2\C(=O)C(=O)N(CCN(C)C)C2c2cccs2)cc1 (stereo unspecified)	0%	9%	-11%	-4%	2%	-8%	7%	-12%
46	N#CC1=C(N)C(C#N)(C#N)[C@H](c2ccoc2)[C@H]2CN(Cc3ccccc3)CC=C12	-26%	-14%	-3%	3%	10%	-2%	nt	16%
47	CCOC(=O)c1c(C)c(-c2ccccc2)n(CC(=O)N2CCCC2)c1C	-18%	-9%	18%	-4%	-5%	-11%	nt	14%
48	Cc1nnc2ccc(-c3ccc(NC(=O)c4cccnc4Cl)cc3)nn12	-3%	-5%	5%	?	-3%	-4%	nt	5%
49	O=C(Cn1cnc2ccccc2c1=O)c1ccc2c(c1)OCCO2	9%	-8%	-10%	-6%	-3%	-1%	-1%	-1%
50	Cc1cc(NS(=O)(=O)c2ccc(NC(NC(=O)C(C(F)(F)F)C(F)(F)F)(C(F)(F)F)C(F)(F)F)cc2)no1	i	12%	4%	2%	-6%	-4%	3%	-13%
51	Cc1cccc(C)c1NC(=O)C1CCCN1C(=O)OC(C)(C)C (stereo unspecified)	-9%	-3%	5%	2%	-2%	2%	-5%	-3%
52	COc1ccc(Nc2nc(N)c([N+](=O)[O-])c(N3CCOCC3)n2)cc1	-17%	-4%	-5%	nt	-4%	4%	-11%	6%
53	CCNC(=O)Cc1ccc(NS(=O)(=O)c2ccc(F)cc2)cc1	-7%	1%	2%	3%	0%	6%	-3%	-7%
54	Cc1sc2ncnc(Sc3ccccc3C(=O)O)c2c1C	-14%	1%	-8%	4%	0%	7%	nt	-4%
55	O=C(Nc1ccncc1)c1ccc2c(c1)S(=O)(=O)c1ccccc1C2=O	i	-1%	9%	3%	-3%	4%	1%	10%
56	Cc1sc(NC(=S)NC(=O)c2ccco2)c(C#N)c1C	-3%	?	-5%	4%	-3%	-2%	1%	3%
57	Cc1csc(-c2cnn(-c3ccccc3)c2NC(=O)c2cccc(C(F)(F)F)c2)n1	-23%	0%	4%	-7%	-2%	7%	nt	-6%

Source: PubChem BioAssay (National Center for Advancing Translational Sciences (NCATS))

A portion of the library (hit frequency here may not be typical).
